Screening data (PubChem)
SIRT5 block = blocks human SIRT5 desuccinylation of peptide | Q9NXA8 | inhibition, % at 15 µM | AID 652115 | 330,000 tested, 1.1% active | Purified SirT5, succinyl-peptide AMC, trypsin-coupled fluorescence; in the data active means inhibition above about 15%
Target sequence (Q9NXA8 whole entry, looked up): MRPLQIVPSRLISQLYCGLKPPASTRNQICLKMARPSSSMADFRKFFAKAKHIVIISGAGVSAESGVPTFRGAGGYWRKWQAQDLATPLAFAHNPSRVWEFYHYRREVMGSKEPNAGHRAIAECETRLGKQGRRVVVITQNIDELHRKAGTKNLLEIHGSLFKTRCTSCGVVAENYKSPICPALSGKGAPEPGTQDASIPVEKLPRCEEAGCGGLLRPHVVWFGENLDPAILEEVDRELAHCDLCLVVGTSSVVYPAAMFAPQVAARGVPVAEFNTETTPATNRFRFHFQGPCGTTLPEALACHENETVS
esBAF inh = inhibitors of esBAF chromatin remodeling in mouse ES cells | Bmi1-luciferase knock-in reporter, 24 h; 100% = twice the neutral-well signal | reporter increase, % at 12.5 µM | 350,000 tested, 2% active | AID 602393; in the data active means activation above about 40%;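 further: 0% = median of the plate's neutral control wells and 100% = double that signal; a rise in the Bmi1 reporter signal indicates esBAF inhibition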
ERp5 inh = blocks human ERp5 reductase activity on insulin | inhibition, % at 9.99 µM | 350,000 tested, 0.05% active | AID 651711 | ERp5 insulin aggregation, absorbance 650 nm, 90 min | Q15084;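 active means mean replicate inhibition above about 25%, with every replicate also reaching it, limit read from the data, passing the limit was not always enough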
Target sequence (Q15084 whole entry, looked up): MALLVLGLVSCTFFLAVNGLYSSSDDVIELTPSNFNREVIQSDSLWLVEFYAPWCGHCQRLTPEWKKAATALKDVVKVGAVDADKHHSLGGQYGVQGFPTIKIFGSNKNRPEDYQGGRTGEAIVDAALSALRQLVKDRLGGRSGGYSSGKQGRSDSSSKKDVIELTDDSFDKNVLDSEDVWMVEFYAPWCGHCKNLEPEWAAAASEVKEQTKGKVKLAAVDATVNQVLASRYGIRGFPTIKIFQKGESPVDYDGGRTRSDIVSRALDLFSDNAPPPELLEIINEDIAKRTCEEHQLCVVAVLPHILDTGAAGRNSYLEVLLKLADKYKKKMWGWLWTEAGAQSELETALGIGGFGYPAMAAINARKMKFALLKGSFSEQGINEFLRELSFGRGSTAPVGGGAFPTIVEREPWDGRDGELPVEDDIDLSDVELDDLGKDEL
ARNT TACC3 PPI = ARNT/TACC3 interaction disruption; 390,000 tested, 0.66% active; AlphaScreen His-ARNT PAS-B/GST-TACC3 binding, luminescence; TACC3 fragment carries E629A point mutation; inhibition, % at 9.99 µM; Q9Y6A5;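 active means mean inhibition of replicates at least 50% and at least half of replicates each reaching 50%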;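 further: 0% = complete ARNT plus TACC3 wells and 100% = ARNT alone without TACC3; many hits fall short of the cut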
miR122 inh = blocks miR-122 activity in Huh7 sensor cells; Huh7 miR-122 Renilla luciferase sensor, 48 h; neutral wells = 0, positive control = 100; activation (reporter increase), % at 12.5 µM; 340,000 tested, 0.3% active;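 active means mean replicate activation score at least 90 and every replicate individually at or above 90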;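 further: higher luciferase means less miR-122 activity so hits act as miR-122 inhibitors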
Cneo AK release = causes C. neoformans cell lysis; lysis activity, % at 15 µM; adenylate kinase release luminescence, 4 h; normalised: neutral wells 0, clomiphene wells 100; 360,000 tested, 0.2% active;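 active means mean lysis activity across replicates of at least 80%, whatever share of replicates individually reach that level; inactive means mean lysis activity below 80%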
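Test system: log-phase Cryptococcus neoformans yeast cells; Quantity: yeast cell density of 5 × 10^6 cells/mL; Buffer or medium: YPD; Doses: single compound concentration per well; Timing: 4 h at 37 °C static, read 1 h later; Measured by: AK luminescence; Read-out basis: lysis from increased AK signal; Control set: Clomiphene as positive control.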
Statin myotox sup = suppression of simvastatin myotoxicity. AID 602340. C2C12 myotubes + simvastatin, ATP luminescence, 48 h; scaled: DMSO 0, geranylgeraniol control 100. rescue of ATP level, % at 7.49 µM. 330,000 tested, 0.78% active;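 active means mean ATP rescue above about 67%, or every replicate alone reaching that limit, limit read from the data, passing the limit was not always enough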;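 further: myotubes were challenged with 10 µM simvastatin during compound exposure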
* marks the source's active call; other numbers are inactive results; x = no result given; & = joins results of further samples; [ ] = dose if it differs, or a comment.

smiles	SIRT5 block	esBAF inh	ERp5 inh	ARNT TACC3 PPI	miR122 inh	Cneo AK release	Statin myotox sup
CC(=O)Oc1ccc(OC(C)=O)c(S(=O)(=O)c2ccc(C)c(C)c2)c1	-1	9	3	11	56	-2	20
CCC(=O)N1CCC1(C)C(=O)Nc1nccs1 (configuration not stated)	2	-3	-5	x	-2	2	-1
Cc1noc(C)c1NC(=O)Nc1ccc2c(c1)C(=O)N([C@H](C)CO)C[C@@H](C)[C@H](CN(C)Cc1ccncc1)OCCCC[C@H](C)O2	-3	1	-3	-9	-5[16.7 µM]	1	x
CC(C)(C)OC(=O)n1cc(CCO)c2ccccc21	x	x	-3	-7	-1	0	x
Cc1ccc(NC(=O)C2C3C=CC4(O3)C2C(=O)N(CCCN2CCOCC2)C4C(=O)NC2CCCCC2)cc1Cl (configuration not stated)	-3	-6	5	-7	-10	1	-1
COC(=O)c1c(-c2ccc(OC)cc2)sc2cc3c(cc12)OCO3	x	49*	-6	-3	7	-2	19
CN(C)C(=O)C[C@H]1CC[C@H]2[C@@H](COc3ccc(NC(=O)C4CCCCC4)cc3C(=O)N2C)O1	0	-4	3	-11	-6[16.7 µM]	0	-9
CCC(=O)Nc1ccc2c(c1)C(=O)N(C)[C@@H]1CC[C@H](CC(=O)N[C@H](C)c3ccccc3)O[C@@H]1CO2	15*	4	2	12	6[16.7 µM]	13	-6

smiles	SIRT5 block	esBAF inh	ERp5 inh	ARNT TACC3 PPI	miR122 inh	Cneo AK release	Statin myotox sup
COc1ccc(C(=O)c2c[nH]c(C(=O)NCc3ccco3)c2)cc1	x	15	x	0	0	-1	21
CS(=O)(=O)Nc1ccc(S(=O)(=O)N2CCCCCC2)cc1	0	-5	-1	-11	1	2	2
Cc1ccsc1C(=O)OCC(=O)Nc1ccc(Cl)cn1	0	23	2	-9	-4	2	-3
C[C@H](CO)N1C[C@H](C)[C@H](CN(C)Cc2ccc(Oc3ccccc3)cc2)Oc2ccc(NC(=O)Nc3cccc4ccccc34)cc2C1=O	4	-1	7	-4	-10[16.7 µM]	-1	x
CN(C)c1ccc(-c2ccnc3c2CC(C)(C(=O)NCC2CC2)O3)cc1 (configuration not stated)	0	-2	-1	x	-7	0	-3
Cc1c(C(=O)N2CCCCCC2)c(S(=O)(=O)NCc2ccccc2Cl)c(C)n1C	1	-2	3	2	58	1	2
O=C(NCC1CCCO1)c1ccc2c(c1)C(=O)N(C1CCCCC1)C2=O (configuration not stated)	x	15	x	-6	-3	1	-11
CCSc1nnc(NC(=O)c2nc(-c3ccccc3)n(-c3ccccc3)n2)s1	x	-6	x	7	-10	-2	-4

smiles	SIRT5 block	esBAF inh	ERp5 inh	ARNT TACC3 PPI	miR122 inh	Cneo AK release	Statin myotox sup
CCC(=O)Oc1ccc(NC(=O)c2ccc(S(=O)(=O)N3CCCC3)cc2)cc1	x	8	-3	x	-1	1	-6
O=C(COc1ccc(Br)cc1Cl)NNC(=O)c1ccccc1	3	7	5	-5	-2	1	21
COCC#Cc1ccc([C@H]2[C@@H](CO)N3CCCCN(C(=O)CN(C)C)C[C@@H]23)cc1	-2	x	0	-2	3[16.7 µM]	1	x
O=C(C1CCCCC1)N1C[C@@H]2[C@H](c3ccccc31)[C@H](CO)N2C(=O)c1ccccc1F	-2	0	6	10	10[16.7 µM]	-3	1
Cc1cccc(C)c1NC(=O)CC(NCc1ccco1)C(=O)O (configuration not stated)	-5	x	3	-3	-1	-1	x
COc1ccc(-c2cc3ccccc3n2CC(O)CN2CCC(C)CC2)cc1 (configuration not stated)	x	3	3	-5	x	4	5
CC1=NN2C(=N)/C(=C\c3ccc(SCc4ccccc4)o3)C(=O)N=C2S1	x	5	x	6	1	-1	17
C[N+](C)(C)C[C@H](O)CC(=O)O	0	6	0	30	-4	-2	4

smiles	SIRT5 block	esBAF inh	ERp5 inh	ARNT TACC3 PPI	miR122 inh	Cneo AK release	Statin myotox sup
COC(=O)c1c(NC(=O)C2CCCCC2C(=O)O)sc2c1CCCCC2 (configuration not stated)	-1	x	4	-2	x	x	x
CCCn1c(C(C)Nc2nc(-c3ccc(Cl)c([N+](=O)[O-])c3)cs2)nc2cc(Cl)c(N3CCCCC3)cc21 (configuration not stated)	x	-1	x	2	4	1	2
C[C@H](CO)N1C[C@H](C)[C@H](CN(C)S(C)(=O)=O)Oc2ccc(NS(=O)(=O)c3cccs3)cc2C1=O	9	-4	-4	-9	0[16.7 µM]	-2	-11
O=C(Nc1nc2c(F)cccc2s1)c1ccc([N+](=O)[O-])o1	-2	30	-11	-7	x	3	37
COc1ccc(NC(=O)NS(=O)(=O)c2ccc(C)cc2)cc1OC	-3	-3	4	16	-7	0	23
Cc1cc(OC(C)C(=O)N2C[C@H]3C[C@@H](C2)c2cccc(=O)n2C3)c2c(C)c(C)c(=O)oc2c1 (some centres not stated)	-2	-8	-2	-11	-6	0	-3
CCOC(=O)C1=C(C)Nc2ccccc2N=C1NC(=O)C1CCN(C(=O)c2ccccc2C)CC1	6	4	3	0	x	1	-6
CCOC(=O)/C(C(=O)Nc1ccccc1Br)=C1/NC(C)(C)Cc2ccccc21	x	x	x	-10	-8	-5	x

The closing 3 records of the section above lead into the next:
smiles	SIRT5 block	esBAF inh	ERp5 inh	ARNT TACC3 PPI	miR122 inh	Cneo AK release	Statin myotox sup
Cc1cc(OC(C)C(=O)N2C[C@H]3C[C@@H](C2)c2cccc(=O)n2C3)c2c(C)c(C)c(=O)oc2c1 (some centres not stated)	-2	-8	-2	-11	-6	0	-3
CCOC(=O)C1=C(C)Nc2ccccc2N=C1NC(=O)C1CCN(C(=O)c2ccccc2C)CC1	6	4	3	0	x	1	-6
CCOC(=O)/C(C(=O)Nc1ccccc1Br)=C1/NC(C)(C)Cc2ccccc21	x	x	x	-10	-8	-5	x
CCCOc1nc2ccccc2cc1/C=C/C(=O)O	-6	-3	8	6	-1	-1	6
COc1ccccc1NC(=O)Cn1c(=O)sc2ccccc21	x	-2	x	x	7	0	9
C=CCSc1nnc(C)c(/C=C/Nc2ccc(Cl)cc2)n1	-7	x	-2	x	9	6	x
Oc1ccc(Br)cc1/C=N/N1CCN(Cc2ccccc2)CC1	x	20	x	3	-4	-6	28
c1ccc(-[n+]2nc(Nc3cccc4ccccc34)sc2-c2c3ccccc3cc3ccccc23)cc1	x	-10	x	-2	x	6	-181
O=C(COC(=O)c1ccccn1)Nc1cccc(Cl)c1	x	-8	x	41	-2	x	10
COc1ccc(Cl)cc1NC(=O)CSc1nc(NS(=O)(=O)c2ccc(C)cc2)cc(=O)[nH]1	-3	-2	-2	x	0	1	0
Cn1cc(CNCC2CCCO2)c(-c2ccc(Oc3ccccc3)cc2)n1 (configuration not stated)	-5	x	5	5	x	x	x

smiles	SIRT5 block	esBAF inh	ERp5 inh	ARNT TACC3 PPI	miR122 inh	Cneo AK release	Statin myotox sup
CC(=O)Nc1ccc(S(=O)(=O)NCCC(=O)N2CCc3ccccc32)cc1	0	2	5	-1	3	1	19
O=C(Nc1cccc(NC(=O)C2CC2)n1)C1CC1	x	3	x	-1	-1	0	1
COc1ccc(NC(=O)Nc2ccc3c(c2)C(=O)N([C@@H](C)CO)C[C@H](C)[C@H](CN(C)Cc2ccc(Cl)c(Cl)c2)OCCCC[C@@H](C)O3)cc1	7	6	-8	27	2[16.7 µM]	1	x
Cc1cccc(C)c1NC(=O)CC(NCCc1ccccc1)C(=O)O (configuration not stated)	x	x	x	-3	3	-2	x
COc1ccc(CN(C)C[C@H]2OCCCC[C@H](C)Oc3ccc(NC(=O)Nc4ccccc4)cc3C(=O)N([C@H](C)CO)C[C@@H]2C)cc1	x	-1	x	-8	15[16.7 µM]	2	x
CCc1nnc(NC(=O)CCNC(=O)c2ccco2)s1	-3	-11	6	34	-2	-1	11
O=c1cc(N2CCc3ccccc3C2)[nH]c(=O)n1-c1ccc(Cl)cc1	-1	-7	-4	-3	-4	6	10
N/C(=N/OS(=O)(=O)c1ccc([N+](=O)[O-])cc1)c1ccncc1	-1	0	1	-12	x	-1	x

Structures above that have a thiophene ring, fused or not, in the order listed:
smiles	SIRT5 block	esBAF inh	ERp5 inh	ARNT TACC3 PPI	miR122 inh	Cneo AK release	Statin myotox sup
COC(=O)c1c(-c2ccc(OC)cc2)sc2cc3c(cc12)OCO3	x	49*	-6	-3	7	-2	19
Cc1ccsc1C(=O)OCC(=O)Nc1ccc(Cl)cn1	0	23	2	-9	-4	2	-3
COC(=O)c1c(NC(=O)C2CCCCC2C(=O)O)sc2c1CCCCC2 (configuration not stated)	-1	x	4	-2	x	x	x
C[C@H](CO)N1C[C@H](C)[C@H](CN(C)S(C)(=O)=O)Oc2ccc(NS(=O)(=O)c3cccs3)cc2C1=O	9	-4	-4	-9	0[16.7 µM]	-2	-11

The list goes on.
smiles	SIRT5 block	esBAF inh	ERp5 inh	ARNT TACC3 PPI	miR122 inh	Cneo AK release	Statin myotox sup
ClCCCc1cn(C[C@H]2CC[C@@H]([C@@H]3CC[C@H](Cn4cc(CCCCl)nn4)O3)O2)nn1	-1	2	-2	-3	7	2	-4
Cc1ccc2c(CC(=O)N3CCN(c4ccccc4)CC3)coc2c1	-6	-4	5	0	1	2	12
O/N=C\c1cnc(N2CCN(c3ccccc3)CC2)s1	-1	84*	3	-8	-2	-2	7
C[C@H]1CCCCO[C@@H](CN(C)CC2CCCCC2)[C@@H](C)CN([C@@H](C)CO)C(=O)c2cc(NC(=O)Nc3ccccc3)ccc2O1	1	4	1	4	3[16.7 µM]	2	x
CCOC(=O)c1cnc(SSc2ncc(C(=O)OCC)c(N)n2)nc1N	x	2	2	-7	-1	1	13
O=C1c2cc([N+](=O)[O-])ccc2-c2ncccc21	-2	x	4	3	x	x	x
CCc1ccccc1NC(=S)N(Cc1ccco1)C(C)c1cccs1 (configuration not stated)	0	x	-2	2	-4	2	x
COc1cccc(CNC(=O)C[C@@H]2C=C[C@@H](NC(=O)C3CCC3)[C@@H](CO)O2)c1	2	-8	-2	-4	x	-27	6

smiles	SIRT5 block	esBAF inh	ERp5 inh	ARNT TACC3 PPI	miR122 inh	Cneo AK release	Statin myotox sup
COC(=O)C[C@@H]1C[C@H]2c3cc(NC(=O)CC4CC4)ccc3O[C@H]2[C@@H](CO)O1	-3&0	-3	8&-1	x	-5	4	-3
CO[C@@H]1CN(C)C(=O)c2ccc(NC(=O)Nc3ccccc3F)cc2OC[C@@H](C)N(S(=O)(=O)CC(F)(F)F)C[C@H]1C	0	10	7	7	x	-12	-7
COc1ccc(CCNc2ncnc3[nH]ncc23)cc1OC	x	x	x	-14	-1	-3	x
COc1cc(NC(=O)CCN2CCN(c3ccccc3F)CC2)cc(OC)c1	x	1	x	6	-6	2	-3

Random excerpt: 4 compounds from above, in no set order.
smiles	SIRT5 block	esBAF inh	ERp5 inh	ARNT TACC3 PPI	miR122 inh	Cneo AK release	Statin myotox sup
COc1ccc(CCNc2ncnc3[nH]ncc23)cc1OC	x	x	x	-14	-1	-3	x
COC(=O)C[C@@H]1C[C@H]2c3cc(NC(=O)CC4CC4)ccc3O[C@H]2[C@@H](CO)O1	-3&0	-3	8&-1	x	-5	4	-3
COc1cc(NC(=O)CCN2CCN(c3ccccc3F)CC2)cc(OC)c1	x	1	x	6	-6	2	-3
CO[C@@H]1CN(C)C(=O)c2ccc(NC(=O)Nc3ccccc3F)cc2OC[C@@H](C)N(S(=O)(=O)CC(F)(F)F)C[C@H]1C	0	10	7	7	x	-12	-7
